esBAF inh: Bmi1 luciferase reporter increase in mESCs, primary screen, esBAF inhibitor project, mouse ES cells, Bmi1 luciferase knock-in, single point. 24 h; 100% = twice the neutral-well signal. reporter increase, % at 12.5 µM. 2% of 350,000 active. AID 602393, 2012; in the data active = activation above about 40%; inconclusive = no clear call, values can overlap the other calls;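 also: 0% = median of the plate's neutral control wells and 100% = double that signal; a rise in the Bmi1 reporter signal indicates esBAF inhibition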
RAD52 anneal inh: RAD52 DNA annealing inhibitors, primary screen, biochemical, FRET, single point, set 2. inhibition, % at 18.7 µM. 0.46% of 360,000 active. recombinant RAD52 DNA annealing, FRET fluorescence. DNA repair protein RAD52 homolog (Homo sapiens), P43351. AID 651710, 2012;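 active = every replicate showing at least 50% inhibition; inconclusive = mean inhibition at least 50% but not in every replicate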
ERp5 inh: inhibitors of ERp5-driven insulin aggregation, primary screen, biochemical, turbidity, absorbance 650 nm, single point | AID 651711, 2012 | 90 min | 0.05% of 350,000 active | inhibition, % at 9.99 µM | Protein disulfide-isomerase A6 (Homo sapiens), Q15084;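 active = mean replicate inhibition above about 25%, with every replicate also reaching it, limit read from the data, passing the limit was not always enough; inconclusive = only one of those two criteria met; inactive = neither criterion met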
ARNT TACC3 PPI: disruptors of ARNT/TACC3 protein interaction, primary screen, biochemical, AlphaScreen, single concentration | AlphaScreen His-ARNT PAS-B/GST-TACC3 binding, luminescence; TACC3 fragment carries E629A point mutation | inhibition, % at 9.99 µM | 0.66% of 390,000 active | AID 623870, 2012;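 active = mean inhibition of replicates at least 50% and at least half of replicates each reaching 50%; inconclusive = half or more replicates reach 50% but mean below 50%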;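 also: 0% = complete ARNT plus TACC3 wells and 100% = ARNT alone without TACC3; many hits fall short of the cut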
RAD54 inh: inhibitors of human RAD54 branch migration, primary screen, biochemical, fluorescence, single point; DNA repair and recombination protein RAD54-like (Homo sapiens), Q92698; RAD54 Holliday junction branch migration, FAM/BHQ fluorescence; inhibition, % at 10.4 µM; 0.14% of 360,000 active; AID 602329, 2012;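 active = mean normalized replicate activity at least 40 and at least half of replicates scoring 40 or more; inconclusive = only one of the two criteria met; inactive = mean below 40 and under half of replicates reaching 40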;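 also: 0% = median of neutral control wells and 100% = median of positive control wells; inhibitors cause a drop in the FAM fluorescence signal; in these data hits start at about 50%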
Target sequence (Q92698 whole entry, looked up): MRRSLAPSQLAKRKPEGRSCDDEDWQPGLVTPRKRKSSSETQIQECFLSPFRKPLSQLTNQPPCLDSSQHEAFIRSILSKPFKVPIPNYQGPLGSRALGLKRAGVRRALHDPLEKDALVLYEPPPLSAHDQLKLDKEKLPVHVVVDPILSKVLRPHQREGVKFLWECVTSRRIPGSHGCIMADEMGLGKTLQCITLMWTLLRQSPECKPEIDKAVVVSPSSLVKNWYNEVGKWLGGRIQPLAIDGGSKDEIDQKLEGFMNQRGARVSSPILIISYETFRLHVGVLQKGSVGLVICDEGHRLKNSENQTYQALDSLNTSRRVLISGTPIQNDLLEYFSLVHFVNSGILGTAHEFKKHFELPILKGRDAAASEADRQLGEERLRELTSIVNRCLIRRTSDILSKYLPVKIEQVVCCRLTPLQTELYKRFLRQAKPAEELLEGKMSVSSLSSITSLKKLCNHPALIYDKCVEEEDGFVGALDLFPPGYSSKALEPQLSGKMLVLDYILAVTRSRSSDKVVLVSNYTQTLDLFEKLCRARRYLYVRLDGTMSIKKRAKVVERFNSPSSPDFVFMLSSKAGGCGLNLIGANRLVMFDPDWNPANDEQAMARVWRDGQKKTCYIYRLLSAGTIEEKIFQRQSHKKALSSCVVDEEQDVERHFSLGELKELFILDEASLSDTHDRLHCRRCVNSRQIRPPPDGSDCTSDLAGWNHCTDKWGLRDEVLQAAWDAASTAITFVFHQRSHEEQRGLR
CASP6 VEID inh: human caspase-6 inhibitors, primary screen, biochemical, VEID-R110 fluorescence, single point, set 2. P55212. purified caspase-6, Z-VEID-R110 cleavage fluorescence. inhibition, % at 12.5 µM. 0.53% of 350,000 active;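 active = mean inhibition across replicates at least about 35%, with every replicate also reaching that limit, limit read from the data; inconclusive = only one of the two criteria met; inactive = neither criterion met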;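 also: 0% = median of neutral control wells and 100% = no fluorescence left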
E-sel inducer: E-selectin induction in HUVECs, primary screen, imaging, HUVEC, immunofluorescence imaging, single point. P16581. normalized: neutral wells 0, TNF-alpha wells 100. activation, % at 7.58 µM. 0.37% of 260,000 active. AID 686992, 2013;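 active = mean E-selectin-positive cell signal at least 10% of the positive control, reached in at least 60% of replicates, without over 20% cell loss; inconclusive = no rule given, readout overlaps actives, possibly toxicity-flagged; inactive = the rest, including those meeting only one limit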;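 also: in these data hits start at about 27%; measured in HUVEC primary endothelial cells; signal is the percent of cells scored E-selectin positive by PE staining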
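Test system: HUVEC; input: 3,000 HUVEC/well; measured by: immunofluorescence imaging; read-out: % PE-positive cells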
PglD DTNB: C. jejuni PglD acetyltransferase inhibitors, primary screen, biochemical, DTNB colorimetric, single point | UDP-N-acetylbacillosamine N-acetyltransferase PglD (Campylobacter jejuni) | purified PglD enzyme, DTNB colorimetric CoA detection | inhibition, % at 12.5 µM | 0.098% of 360,000 active | AID 602405, 2012; in the data active = inhibition above about 16%, passing the limit was not always enough; inconclusive = no clear call, values can overlap the other calls; also: strong numbers were not always called active
Starred values were filed as active, the others as inactive; ? = inconclusive; / = no result given.

Results follow in this order: esBAF inh	RAD52 anneal inh	ERp5 inh	ARNT TACC3 PPI	RAD54 inh	CASP6 VEID inh	E-sel inducer	PglD DTNB
O=C(NNC(=O)C1COc2ccccc2O1)c1cccc([N+](=O)[O-])c1 (centres undefined)
    /	3	5	-1	/	-2	-2.4	/
CC(C)CC#Cc1ccc2c(c1)O[C@H](CN(C)Cc1cncnc1)[C@H](C)CN([C@@H](C)CO)S2(=O)=O
    -4	5	-9	11	-1	7	0.0	-2
COc1ccc(C2Nc3ccccc3C(=O)N2c2ccc(Cl)cc2)cc1Cn1cc([N+](=O)[O-])cn1 (centres undefined)
    /	-3	-2	-14	-3	3	/	0
O=C(NCc1cccnc1)/C(=C/c1ccc(Cl)cc1)NC(=O)c1ccccc1
    -2	-8	3	2	-5	0	/	1
CO[C@@H]1CN(C)C(=O)c2cc(NC(=O)Nc3c(C)noc3C)ccc2OC[C@H](C)NC[C@@H]1C
    -5	10	-4	-3	-3	1	-0.2	-1
COc1ccc(/C=C\C(=O)NCC(=O)N/N=C/c2ccc(O)cc2O)cc1
    3	-18	1	4	5	-5	/	6
COc1cc(NC(=O)c2cccnc2)c(Cl)cc1NC(=O)c1ccccc1
    -2	-10	-13	-6	3	64*	1.9	-4
CCOc1ccc(NC(=O)c2ccc(NC(=O)COC(=O)Cc3ccc(OC)cc3)cc2)cc1
    28	-19	-3	-7	/	-1	24	/
COCC(C)NC(=O)c1cc(-c2ccc(O)cc2)on1 (centres undefined)
    33	-5	1	-7	10	2	-0.1	2
O=C1CC(c2ccc(F)cc2)Cc2nc(N3CCN(c4ccccc4)CC3)ncc21 (centres undefined)
    -1	/	/	1	5	/	/	1
Cc1nc(C)n(C)c(=O)c1-c1ccccc1
    0	-7	1	-3	-2	-1	0.1	-2
O=C(CCCCn1c(=O)c2ccccc2n(Cc2ccc(F)cc2Cl)c1=O)NCc1ccco1
    2	/	/	5	2	/	/	-4
COc1ccc(NC(=O)N(C)C[C@H]2OCCCC[C@@H](C)Oc3ccc(NC(=O)NC4CCCCC4)cc3C(=O)N([C@H](C)CO)C[C@@H]2C)cc1
    -1	-2	-3	2	5	-5	-0.1	6
COC(=O)N/N=C\c1c(C)nn(-c2ccccc2)c1Cl
    ?	/	/	2	-1	/	/	5
CS(=O)(=O)Nc1ccc2c(c1)[C@@H]1C[C@@H](CC(=O)NCc3ccncc3)O[C@@H](CO)[C@@H]1O2
    1	13	-3	3	4	2	0.9	2
CC(C(=O)N1CCN(Cc2ccccc2)CC1)c1ccc([N+](=O)[O-])cc1 (centres undefined)
    /	-6	3	-4	/	1	0.0	/
Cc1ccccc1S(=O)(=O)N1[C@H](C#N)[C@H](c2ccccc2)[C@@H]1CO
    -3	-19	-2	3	13	-2	25	-4
O=C(C1CCN(S(=O)(=O)c2cccc([N+](=O)[O-])c2)CC1)N1CCOCC1
    /	-19	-4	-1	/	0	/	/
CCOC(=O)c1ccc(NS(=O)(=O)c2c(N)n(C)c(=O)n(C)c2=O)cc1
    -1	/	/	-4	-7	/	-0.1	0
O=C(NCC(c1cccs1)N1CCc2ccccc21)c1ccccc1 (centres undefined)
    -5	-6	-2	-2	/	-2	/	/
C[C@H](CO)N1C[C@H](C)[C@H](CN(C)CC2CCCCC2)Oc2ccc(NS(=O)(=O)c3cccs3)cc2CC1=O
    -3	-3	1	6	-3	-2	-0.2	3
C1CCCCCC(=NNc2nn[nH]n2)CCCCC1
    -3	-18	7	28	0	1	67*	-5
CCn1c(C)c(C)c2cc(C(=O)N3CCN(c4ccccc4)CC3)ccc21
    -2	-12	6	6	-3	-2	/	1
CCCCCn1c(Sc2ncccn2)nc2c1c(=O)[nH]c(=O)n2C
    -4	/	/	5	0	/	/	3
C[C@H](CO)N1C[C@H](C)[C@@H](CN(C)Cc2ccc(C(=O)O)cc2)OCCCC[C@H](C)Oc2ccc(NC(=O)CCCN(C)C)cc2C1=O
    /	-2	3	/	/	0	-0.2	/
CSc1nsc(SC)c1C(=O)Nc1ccc(C)cc1
    6	/	/	-2	7	/	/	1
CC(=O)c1c(C)[nH]c(C(=O)Nc2ccc(F)cc2F)c1C
    26	-5	2	8	-9	-6	/	4
COC(=O)/C=C/C(=O)Nc1cccc(C(F)(F)F)c1
    /	-11	-2	-5	-2	2	/	-2
CCOC(=O)CNC(=S)n1ncnc1N
    /	-8	5	20	/	-4	/	/
C/C=C/c1ccc(OCC(=O)Nc2cc(OC)c(OC)c(OC)c2)c(OC)c1
    10	-10	3	7	/	-6	-0.1	/
CNC(=O)C[C@H]1CC[C@@H]2[C@H](COc3ccc(NC(=O)Nc4ccccc4)cc3C(=O)N2C)O1
    6	8	5	-12	1	6	0.1	3
COc1ccc(N2CCN(C(CNC(=O)C(C)(C)C)c3cccnc3)CC2)cc1 (centres undefined)
    /	-2	3	-7	-15	-2	-0.2	3
C[C@H](O)C#Cc1ccc([C@H]2[C@H](CO)N3CCCCN(C(=O)c4ccc5c(c4)OCO5)C[C@@H]23)cc1
    3	-5	3	-3	8	1	0.3	4
CNC[C@H]1Oc2ccc(NC(=O)NC(C)C)cc2CC(=O)N([C@H](C)CO)C[C@H]1C
    4	-9	1	-9	-10	1	/	4
CC(Cc1ccccc1)C(=O)NCc1ccccn1 (centres undefined)
    1	34	-2	-5	-6	-2	-0.2	-4
CN(C)CCNCc1ccccc1OC1CCCC1
    -14	/	/	3	2	/	/	-3
O=C(Cc1ccccn1)N1CC(=O)N2[C@H](C1)[C@H](c1ccc(-c3ccc(F)cc3)cc1)[C@@H]2CO
    /	-5	3	/	/	1	-0.1	/
CC(=O)Cc1nsc(NC(=O)c2ccc(-c3ccccc3Cl)o2)n1
    /	/	/	-8	2	/	0.6	-1
COc1ccc(C(=O)Nc2cccc(C(=O)O)c2)cc1S(=O)(=O)N1CCCC1
    -5	-10	9	-1	-6	4	-0.2	4
Cc1ccc(-c2cc(NC=O)c3ncc(-c4cccc(C(=O)N(C)C)c4)n3c2)cc1
    6	-15	-5	/	-7	1	-0.2	3
COc1cccc(OC)c1C(=O)Nc1cccc(C(C)=O)c1
    -1	/	/	-10	-1	/	/	1
CC(C)C[C@H]1CN([C@@H](Cc2ccc(O)cc2)CN2CCC[C@H]2CN2C(=O)C(=O)NC[C@@H]2Cc2ccccc2)C(=O)C(=O)N1CC1CCCCCC1
    /	-10	-1	/	/	3	0.7	/
CC12CCC(C(=O)N3CCN(C(c4ccccc4)c4ccccc4)CC3)(OC1=O)C2(C)C (centres undefined)
    1	/	/	-3	6	/	/	-5
Cc1cccc(NC(=O)CCC(=O)Nc2nnc(C(F)(F)F)s2)c1
    /	5	4	16	/	-2	/	/
CCCCCCCCN1C(=O)[C@H](CC(=O)NCCCOC)C[C@@]2(C(=O)OC)CC(C)(C)CC=C12
    /	-9	-4	/	/	2	-0.2	/
CS(=O)(=O)N1CCC(C(=O)N2CCN(C(c3ccccc3)c3ccccc3)CC2)CC1
    4	-12	2	-4	0	5	-0.1	1
O=C(NC(=S)Nc1ccc(S(=O)(=O)Nc2nccs2)cc1)c1ccccc1F
    4	-33	5	-2	/	2	-0.1	/
COc1ccc(-n2ccc(-c3nn(-c4cccc(C(F)(F)F)c4)ccc3=O)n2)cc1
    -1	/	/	-1	1	/	/	4
Cc1cccc(-n2c(C)cc(/C=N/NC(=O)c3cccc([N+](=O)[O-])c3C)c2C)c1
    9	/	/	3	-8	/	/	-2
C[C@H](CO)N1C[C@H](C)[C@H](CN(C)C(=O)Nc2ccc(C(F)(F)F)cc2)Oc2ccc(NC(=O)Cc3ccccc3)cc2CC1=O
    4	-2	-7	1	4	1	-1.3	2
COCCNc1nc2c(c(=O)n(C)c(=O)n2C)n1CCCc1ccccc1
    12	-59	0	/	1	1	/	-2
NNC(=O)c1ccc(COc2ccc3ccccc3c2)o1
    /	-17	-2	-3	/	5	0.1	/
CC(C#N)Sc1nc2ccccc2c(=O)n1-c1ccccc1 (centres undefined)
    -4	-15	5	4	3	3	/	-1
CC1CCCc2sc3nc(N4CCN(CCO)CC4)n4ncnc4c3c21 (centres undefined)
    22	/	/	0	14	/	/	6
CCC(=O)Nc1ccc2c(c1)OC[C@H](C)N(CCc1ccccc1)C[C@@H](C)[C@@H](OC)CN(C)C2=O
    -1	9	1	-2	-1	/	0.0	0
CC(C)=C(NC(=O)c1ccccc1)C(=O)N1CCOCC1
    3	8	-3	-6	-8	-2	/	-7
CC(C)/C=N/Nc1nc2c(c(=O)n(C)c(=O)n2C)n1C
    -2	18	0	4	/	1	0.7	/
CCCCOc1ccc(C(=O)N/C(=C\c2cccc([N+](=O)[O-])c2)C(=O)OCc2ccco2)cc1
    -3	-9	2	-21	1	4	/	1
CCN(C(=O)CN1C(=O)c2ccc([N+](=O)[O-])cc2C1=O)C1CCS(=O)(=O)C1 (centres undefined)
    -8	-2	11	-7	-3	-1	0.1	2
CC(=O)Nc1ccc(NC(=O)CCC(=O)NCCO)cc1
    -5	-8	5	-5	6	-2	/	-3
CCC1CN(C(=O)NCc2ccc(C)cc2)c2cc(Cl)ccc2O1 (centres undefined)
    -3	-8	4	11	-9	-1	-0.1	-2
